# From PubChem
# CHO parental Ca: ATP-evoked calcium signal inhibitors, parental CHO, primary screen, counter-screen for OX1R antagonist project, cell-based, fluorescence, Fluo-8 calcium dye; inhibition, % at 5.6 µM; 0.63% of 330,000 active; parental CHO-K1, ATP-induced calcium, Fluo-8 fluorescence;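 active = inhibition above that plate's mean sample inhibition plus 3 SD, cut at about 26% in these data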;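 note: 0% = ATP-challenged DMSO wells and 100% = DMSO wells without ATP; some compounds past the cut are filed as inactive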
#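 Assay system: untransfected parental CHO cell line. Also added: ATP agonist challenge. Dosing: one dose, 5.6 µM nominal. Measured by: Fluo-8 fluorescence. Read-out: % inhibition. Benchmarks: ATP wells versus no-ATP DMSO wells. Repeats: no replicates.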
# TAAR1 antag: human TAAR1 antagonists, primary screen, Fluo-8 calcium fluorescence, CHO RD-HGA16 cells | Trace amine-associated receptor 1 (Homo sapiens), Q96RJ0 | antagonist | inhibition, % at 3 µM | 1.5% of 360,000 active | AID 624466, 2012;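 active = inhibition above a per-plate cutoff, the mean inhibition of test compounds on that plate plus 3 SD, cut at about 49% in these data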;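 note: 0% = DMSO plus EC80 beta-PEA response and 100% = DMSO alone without agonist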
# Target sequence (Q96RJ0 whole entry, looked up): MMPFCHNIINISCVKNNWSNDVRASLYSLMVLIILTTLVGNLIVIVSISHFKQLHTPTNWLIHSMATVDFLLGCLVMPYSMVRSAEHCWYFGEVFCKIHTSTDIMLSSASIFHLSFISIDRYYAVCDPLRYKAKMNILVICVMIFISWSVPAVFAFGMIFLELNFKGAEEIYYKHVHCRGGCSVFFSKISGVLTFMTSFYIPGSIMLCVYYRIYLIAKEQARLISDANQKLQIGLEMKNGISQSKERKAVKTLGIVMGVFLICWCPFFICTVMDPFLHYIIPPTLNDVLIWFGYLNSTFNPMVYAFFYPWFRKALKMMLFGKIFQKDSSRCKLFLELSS
#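 Material: CHO RD-HGA16 cells bearing hTAAR1; compound dosing: one-point dosing, 3 µM nominal final; schedule: dye loading 75 min at 37 °C, then 30 min room temperature; measured by: calcium fluorescence with Fluo-8; control set: vehicle and agonist controls; replication: n of 1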
# TAAR1 agonist: human TAAR1 agonists, primary screen, Fluo-8 calcium fluorescence, CHO RD-HGA16 cells. Trace amine-associated receptor 1 (Homo sapiens), Q96RJ0. vehicle wells 0%, saturating PEA agonist 100%. activation, % at 3 µM. 0.99% of 360,000 active. AID 624467, 2012;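 active = activation above the mean activation of all test compounds in the run plus 3 SD, cut at about 38% in these data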
#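 Test system: RD-HGA16 (CHO) cells co-expressing Gα16 and hTAAR1 / Benchmarks: DMSO vehicle as 0%, PEA at EC100 as 100% / Repeats: no replicates (n 1) / Measure: % activation from peak over basal fluorescence ratio, DMSO-to-PEA scaled / Timing: 17-24 h plating, Fluo-8 75 min 37 °C, 30 min RT / Technique: kinetic Fluo-8 calcium fluorescence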
# CHO-K1 Ca ag: counter-screen for M1 agonists: effect in parental CHO-K1 cells; Fluo-8 calcium fluorescence; scaled to maximal ATP response, vehicle zero; activation, % at 3 µM; 0.48% of 360,000 active; AID 602248, 2012; in the data active = activation above about 15%;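 note: untransfected CHO-K1 host cells lacking M1 receptor as counterscreen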
# CHRM1 agonist: human M1 muscarinic receptor agonists, primary screen, Fluo-8 calcium fluorescence, CHO-K1 cells, HTS; Muscarinic acetylcholine receptor M1 (Homo sapiens), P11229; CHO-K1 hM1, agonist mode; 0% DMSO, 100% acetylcholine EC100; activation, % at 3 µM; 0.33% of 360,000 active;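 active = activation above the run's mean compound activation plus 3 SD, cut at about 16% in these data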;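 note: peak over basal fluorescence ratio within a 140 s kinetic read after compound addition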
# V1aR counter: agonists of human V1a receptor, primary screen, counter-screen for OXTR agonist project, fluorescence, CHO-V1R cells | Fluo-8 calcium fluorescence, agonist mode; 0% DMSO, 100% 3 nM vasopressin | Vasopressin V1a receptor (Homo sapiens), P37288 | AID 2797, 2010 | 0.25% of 320,000 active | activation, % at 3 µM;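 active = activation above the mean activation of all tested compounds plus 3 SD, per screening run, cut at about 20% in these data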;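 note: signal is peak over basal fluorescence ratio across a 100 second FLIPR read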
# Target sequence (P37288 whole entry, looked up): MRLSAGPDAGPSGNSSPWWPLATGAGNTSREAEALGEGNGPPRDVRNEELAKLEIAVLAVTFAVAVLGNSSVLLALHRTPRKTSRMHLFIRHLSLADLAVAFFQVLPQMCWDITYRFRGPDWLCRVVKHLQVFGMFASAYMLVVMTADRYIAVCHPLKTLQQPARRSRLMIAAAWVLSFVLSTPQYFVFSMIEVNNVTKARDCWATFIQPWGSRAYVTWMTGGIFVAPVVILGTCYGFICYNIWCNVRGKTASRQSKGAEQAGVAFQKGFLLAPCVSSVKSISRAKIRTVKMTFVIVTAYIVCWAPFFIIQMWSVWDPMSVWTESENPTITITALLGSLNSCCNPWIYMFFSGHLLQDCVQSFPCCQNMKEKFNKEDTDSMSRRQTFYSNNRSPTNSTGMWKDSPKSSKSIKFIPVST
# CHO-K1 Ca antag: nonselective inhibitor or artifact in parental CHO-K1 cells; 0.6% of 360,000 active; inhibition, % at 3 µM; ATP-induced calcium, Fluo-8 fluorescence;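 active = inhibition above a per-plate cutoff, the plate's mean sample inhibition plus 3 SD, cut at about 24% in these data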;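 note: 0% = DMSO plus EC80 ATP and 100% = DMSO alone without ATP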
# CHO-K1 Ca PAM: nonselective calcium activators in parental CHO-K1 cells, primary screen, counter-screen for M1 PAM project, cell-based, Fluo-8 calcium fluorescence, full deck, 1536-well. ATP EC20; 0% at ATP EC20, 100% at ATP max. activation, % at 3 µM. 0.02% of 360,000 active. AID 602247, 2012;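 active = activation above the run cutoff, the mean activation of all test compounds plus 3 SD, cut at about 40% in these data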;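 note: peak over basal fluorescence ratio in a 140 s read after ATP addition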
# OXTR potentiate: human OXTR potentiators, primary screen, fluorescence, CHO-OTR cells, Fluo-8 calcium | activation, % at 3 µM | Oxytocin receptor (Homo sapiens), P30559 | 0.061% of 320,000 active | Fluo-8 calcium fluorescence, potentiator mode; 0% = oxytocin EC15, 100% = EC100;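 active = activation above that plate's cutoff, the mean activation of tested compounds plus 3 SD, cut at about 6.6% in these data, passing the limit was not always enough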;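 note: 100% uses oxytocin at 75 nM as the full agonist control; some results filed as inactive read as strong as hits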
#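 Assay system: CHO cell line stably expressing human OTR | Also added: Oxytocin at about EC15, sub-maximal agonist stimulus | Times: Compound 6 min at room temperature before oxytocin, 100 s read | Measured by: Fluo-8 intracellular calcium fluorescence, ex 470-495, em 515-575 nm | Controls: EC15 oxytocin alone as 0%, 75 nM oxytocin as 100%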
# * = called active by the depositor; x = no result given; & = joins results of further samples. This is a subset; count on the stated rates, not on these rows.
SMILES,CHO parental Ca,TAAR1 antag,TAAR1 agonist,CHO-K1 Ca ag,CHRM1 agonist,V1aR counter,CHO-K1 Ca antag,CHO-K1 Ca PAM,OXTR potentiate
O=c1c2ccccc2ncn1-c1ccc([N+](=O)[O-])c(C(F)(F)F)c1,-7,1,9,10,1,9.4,-9,10,-6
CC(=NC1CCN(Cc2ccccc2)CC1)c1c(O)n(C)c(=O)n(C)c1=O,-5,-11,-1,0.9,-7,0.5,-3,19,2
CCOC(=O)C1C(=O)N(C)C2(C)CC1c1ccccc1O2 (stereo not drawn),4,-7,17,0.3,-2,0.0,8,-1,-3
CC(C)(C)C(=O)OC[N+](C)(C)CCOC(=O)C(O)(c1ccccc1)C1CCCC1 (stereo not drawn),-17,-2,0,1.0,-7,1.9,-16,24,-11
O=C1NC(=S)N(c2ccc(F)cc2)C(=O)/C1=C\c1ccoc1,x,x,x,3.5,-1,x,-6,14,x
CCOC(=O)c1ccc2c(c1)n(Cc1ccccc1)c(C)[n+]2CC,-2,-16,0,0.2,-8,1.4,-2,12,-16
CCCCNC(=O)Nc1ccc(C(O)(C(=O)OC)C(F)(F)F)cc1 (stereo not drawn),-1,21,4,1.3,3,1.6,-43,21,-3
O=C(/C=C/c1ccc2c(c1)OCO2)c1c(O)n(CCC2=CCCCC2)c(=O)[nH]c1=O,-10,-12,2,0.6,-3,-0.8,-7,17,-4
O=C(COc1ccccc1Cl)N1CCCC(N2CCN(c3ccc(F)cc3)CC2)C1 (stereo not drawn),-29,-6,3,15*,-2,7.8,15,7,-6
Cc1nc2ccccc2c(=O)n1-c1ccc(Cl)cc1Cl,-15,-6,4,1.4,3,-0.6,-5,-7,-2
O=c1[nH]c(=O)n(-c2ccc(F)cc2)c(O)c1C=NCCN1CCCCC1,-13,-9,6,0.6,-6,-1.6,-4,-3,3
N#CC1c2ccccc2-n2nncc2CN1S(=O)(=O)c1ccc(Cl)cc1 (stereo not drawn),x,-33,7,0.2,-1,x,-7,14,x
Cc1ccc(CNCCc2ccc(F)cc2)s1,-15,-17,29,1.0,-5,8.8,-12,10,-12
CCOC(=O)C(O)(c1ccc(NC(=O)NC)cc1)C(F)(F)F (stereo not drawn),-1,-9,1,1.6,-1,-0.6,-10,6,-5
O=C1NC(=O)N(CCc2ccc(F)cc2)C(=O)/C1=C/C=C/c1ccccc1,-20,-7,2,-0.6,2,-0.5,-1,-2,-14
O=C(NC(c1ccc(Cl)cc1)P(=O)(Oc1ccccc1)Oc1ccccc1)OCc1ccccc1 (stereo not drawn),-4,2,5,0.2,-2,0.1,-10,17,-4
CCCCOP(=O)(OCCCC)/C(C#N)=C(/C)O,11,1,4,-0.2,6,-0.2,22,-6,-2
CCOP(=O)(OCC)C(NC(=O)c1cccc(C)c1)C(Cl)(Cl)Cl (stereo not drawn),-6,-23,1,3.5,-2,0.8,-14,7,-8
COc1ccc(CCNCc2sccc2C)cc1OC,5,-9,1,0.0,-2,1.3,-12,14,-6
Cc1ccsc1C(=O)C1CCCN(Cc2sc(N(C)C)nc2Cl)C1 (stereo not drawn),-22,17,3,3.9,-12,0.7,-1,12,-5

# 3 of the compounds above, with bars between the fields.
Molecule | CHO parental Ca | TAAR1 antag | TAAR1 agonist | CHO-K1 Ca ag | CHRM1 agonist | V1aR counter | CHO-K1 Ca antag | CHO-K1 Ca PAM | OXTR potentiate
COc1ccc(CCNCc2sccc2C)cc1OC | 5 | -9 | 1 | 0.0 | -2 | 1.3 | -12 | 14 | -6
Cc1ccsc1C(=O)C1CCCN(Cc2sc(N(C)C)nc2Cl)C1 (stereo not drawn) | -22 | 17 | 3 | 3.9 | -12 | 0.7 | -1 | 12 | -5
CCOC(=O)C(O)(c1ccc(NC(=O)NC)cc1)C(F)(F)F (stereo not drawn) | -1 | -9 | 1 | 1.6 | -1 | -0.6 | -10 | 6 | -5

# (list continues)
SMILES,CHO parental Ca,TAAR1 antag,TAAR1 agonist,CHO-K1 Ca ag,CHRM1 agonist,V1aR counter,CHO-K1 Ca antag,CHO-K1 Ca PAM,OXTR potentiate
CCOC(=O)c1cc2cc(OC)ccc2n1C1CCN(Cc2ccccc2)CC1,x,-16,-1,-0.3,x,x,-27,22,x
O=C(Nc1ccc(Cl)c(Cl)c1)c1ccco1,-10,0,7,1.5,-5,0.5,-10,18,-4
S=c1[nH]c2ccccc2[nH]1,-6,15,0,1.3,-1,-0.3,-11,18,-3
CCC(C)NC(=O)c1c(N)n(Cc2ccc3c(c2)OCO3)c2nc3ccccc3nc12 (stereo not drawn),-9,-7,8,1.5,1,2.5,-12,25,-3
CCN(CC)CCCNC(=O)c1c(O)c2ccccc2n(Cc2ccccc2)c1=O,-18,-21,13,0.8,-2,1.6,-15,19,-6
O=C1CC(=O)N(c2ccccc2)C(=O)N1c1ccccc1,-8,1,8,0.2,-1,1.2,7,-23,-5
CCCCn1c(=O)c(C(=O)Nc2ccccn2)c(O)c2ccccc21,-4,1,0,0.2,-3,-0.4,-9,10,2
CCOC(=O)C1(CCCc2ccccc2)CCN(C2CCC2)CC1,-25,-15,3,1.5,-15,2.0,-7,18,-11
Cc1cccc(OCC(O)CN2CC2)c1 (stereo not drawn),x,-6,0,0.1,0,x,-4,22,x
FC(F)(F)c1ccc(NC2=NCCCS2)cc1,-10,0,2,1.8,-10,2.2,-12,8,-4
CN(C)c1nc(-c2ccccc2)[n+](C)s1,-2,1,13,0.1,-5,0.5,2,-6,-2
COc1ncccc1C(=O)NCC(CC(=O)O)c1ccccc1 (stereo not drawn),-6,-5,1,-0.7,0,0.1,15,-5,5
COc1ccc2[nH]cc(CCN(C)C)c2c1,-6,-5,2,0.4,-3,-0.3,-10,22,-4
COC(=O)C1=C(c2cccc(C#N)c2)C[C@@H]2CC[C@H]1N2C(=O)NCCNC(C)=O,3,8,2,0.0,-7,0.7,1,-7,-2
O=[N+]([O-])c1ccc(NCCCN2CCOCC2)nc1,1,-4,0,-0.2,-3,1.6,16,11,-2
COc1ccc(C(=O)OC2C[C@H]3CC[C@H](C2)N3C)cc1OC (stereo partly drawn),-3,-1,0,0.3,-6,0.4,-3,-1,-3
COC(=O)C1=C(c2cccc(C#N)c2)C[C@@H]2CC[C@H]1N2C(=O)N1CCOCC1,-12,-25,6,1.1,-4,0.9,-16,13,1
O=C1NC(=O)C(=Cc2cc3c(cc2[N+](=O)[O-])OCO3)C(=O)N1,-2,6,1,0.5,-4,1.0,-1,9,-6
FC(F)(F)c1ccc2c(c1)ncn2C1CCN(Cc2nnnn2C2CCCCC2)CC1,-14,12,3,1.9,-1,2.2,-13,18,-1
Cc1ccc(-c2nc3ccccc3c(=O)n2-c2ccc(Br)cn2)cc1,-30,11,-3,0.4,-11,-1.3,-7,22,5

# Structures above with a cyano group:
SMILES,CHO parental Ca,TAAR1 antag,TAAR1 agonist,CHO-K1 Ca ag,CHRM1 agonist,V1aR counter,CHO-K1 Ca antag,CHO-K1 Ca PAM,OXTR potentiate
N#CC1c2ccccc2-n2nncc2CN1S(=O)(=O)c1ccc(Cl)cc1 (stereo not drawn),x,-33,7,0.2,-1,x,-7,14,x
CCCCOP(=O)(OCCCC)/C(C#N)=C(/C)O,11,1,4,-0.2,6,-0.2,22,-6,-2
COC(=O)C1=C(c2cccc(C#N)c2)C[C@@H]2CC[C@H]1N2C(=O)NCCNC(C)=O,3,8,2,0.0,-7,0.7,1,-7,-2
COC(=O)C1=C(c2cccc(C#N)c2)C[C@@H]2CC[C@H]1N2C(=O)N1CCOCC1,-12,-25,6,1.1,-4,0.9,-16,13,1

# (cont.)
SMILES,CHO parental Ca,TAAR1 antag,TAAR1 agonist,CHO-K1 Ca ag,CHRM1 agonist,V1aR counter,CHO-K1 Ca antag,CHO-K1 Ca PAM,OXTR potentiate
O=[N+]([O-])c1ccc(N2CCNCC2)cc1Sc1ccccn1,0,-5,2,0.0,-10,0.3,-6,7,-8
c1ccc2c[n+](CCCCCCCCCC[n+]3ccc4ccccc4c3)ccc2c1,x,-18,2,1.1,x,x,-17,13,x
CC(=O)OC1CC2(O)C3CCC4CC(O)CCC4(C)C3CCC2(C)C1C1=CC(=O)OC1 (stereo not drawn),x,-2,0,1.7,-2,x,-15,16,x
COc1cc2ccc(=O)oc2c2ccoc12,-8,2,10,-0.3,-5,0.2,-2,6,6
CCCNC(=O)N1[C@H]2CC[C@@H]1C(C(=O)OC)=C(c1ccc(S(C)(=O)=O)cc1)C2,-10,9,4,0.5,1,-0.6,-9,6,-3
CN1C2CCC1CC(OC(=O)c1ccc(Cl)cc1)(C(=O)O)C2 (stereo not drawn),-3,3,9,1.4,-3,-0.2,-14,23,-14
CCc1nccc2c1[nH]c1ccccc12,-8,1,1,0.7,-9,0.7,-3,-3,0
CNC(=O)O/N=C(\N)Cc1csc2ccccc12,-20,-9,7,1.3,-3,-0.9,-13,17,-6
O=S(=O)(O)C(=Cc1ccccc1)c1ccccc1 (tested in a mixture with another compound),x,-3,0,1.5,-2,x,-18,20,x
CN1CC[C@@]2(C)c3cc(O)ccc3N(C)[C@@H]12,x,-35&-14,3&4,0.9&0.5,-6&-6,x,-9&-6,19&24,x
CCOP(=O)(OCC)/C(C#N)=C/c1ccc(Br)cc1,-11,-30,5,0.0,-3,0.1,2,-2,-9
CCN(CC)CCN=Cc1c(O)n(Cc2ccccc2)c(=O)[nH]c1=O,-23&-8,4&2,3&2,0.1&-0.1,-7&-8,0.5&0.7,-5&6,-11&-4,1&-1

# Random excerpt: 2 compounds from above
SMILES,CHO parental Ca,TAAR1 antag,TAAR1 agonist,CHO-K1 Ca ag,CHRM1 agonist,V1aR counter,CHO-K1 Ca antag,CHO-K1 Ca PAM,OXTR potentiate
O=S(=O)(O)C(=Cc1ccccc1)c1ccccc1 (tested in a mixture with another compound),x,-3,0,1.5,-2,x,-18,20,x
O=[N+]([O-])c1ccc(N2CCNCC2)cc1Sc1ccccn1,0,-5,2,0.0,-10,0.3,-6,7,-8
